Eya2 phos inh – Eya2 (human) phosphatase inhibition; O00167; recombinant Eya2, OMFP fluorescence dephosphorylation (OMFP is methylfluorescein phosphate); hit rate 0.006% among 330,000; Potency, µM (highest dose often 76.9 µM), for inactives: top-dose activity, negative = inhibition, hits mostly inhibitors; AID 488837; note: potency is the fitted concentration of half-maximal effect; % is set by controls: 0 for no effect and ±100 for the full control effect
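Eya2 (0.2 uM) preincubated 10 min at ambient with compound, then OMFP substrate added at 50 uM; 10 min reaction in 50 mM HEPES pH 7.5, 50 mM NaCl, 5 uM MgCl2, 0.05% BSA, 1 mM DTT. Fluorescence read at Ex 485/Em 525 nm.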
ELG1 DNA repair – ELG1-dependent DNA repair inhibition; HEK293T ELG1-luciferase reporter, luminescence, 16 h; DNA damage induced by 5-fluorouridine; Potency, µM (titrated, usually from 46.1 µM), for the others: at the top dose activity change, negative = inhibition, usual class: inhibitors; hit rate 2.3% among 330,000; note: potency is the fitted concentration of half-maximal effect; % is set by controls: 0 for no effect and ±100 for the full control effect; nearly all actives have a fitted effect of over 55% in size
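In this reporter screen, reduction of luminescence relative to DMSO vehicle indicated activity. Compounds and 5-fluorouridine were added together to 2,000 cells per well, incubated for 16 hr at 37 °C, then developed with ONE-Glo.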
Tb PFK block – T. brucei PFK enzyme inhibition; T. brucei PFK, ADP-Glo luminescence; AID 485367; Potency, µM (titrated, usually from 57.5 µM), for inactives: top-dose activity, negative = inhibition, hits mostly inhibitors; hit rate 0.17% among 330,000; O15648;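 note: potency is the fitted concentration of half-maximal effect; 0% = uninhibited 1x PFK enzyme wells and -100% = no-enzyme wells; nearly all actives have a fitted effect of over 60% in size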
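PFK 1.25 nM, F6P 0.5 mM, ATP 0.1 mM, 0.1 M TEA pH 8.0, 5 mM MgCl2, 0.01% Tween20, 0.1% BSA; 45 min RT. ADP-Glo readout. qHTS titration up to 57 uM; curves fitted, compounds curve-classed.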
ASM inhibitor – human S-ASM enzyme inhibition. P17405. hit rate 0.006% among 340,000. placental ASM, HMU-PC fluorogenic substrate, 60 min. Potency, µM (highest dose often 57.5 µM), for inactives: at the top dose activity change, negative = inhibition, actives largely listed as inhibitors. AID 504937; note: potency is the fitted concentration of half-maximal effect
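Fluorescence read-out (Ex 386 nm, Em 447 nm) after stopping the reaction at pH 10. Enzyme: ASM from human placenta; substrate HMU-PC0, 9 uM final; 60 min, 37 °C. Compound preincubation 10 min, ambient temperature.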
AT treatment – potential ataxia-telangiectasia treatments restoring KAP-1 phosphorylation | […] A-T fibroblasts, KAP-1 phosphorylation AlphaLISA; neocarzinostatin DNA damage 30 min before lysis | Potency, µM (titrated, usually from 57.5 µM), without a hit: at the highest dose activation, actives largely listed as activators | hit rate 0.19% among 320,000; note: potency is the fitted concentration of half-maximal effect; % of control where 0% means no effect; nearly all actives have a fitted effect of over 45% in size
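ATM-like activity read as KAP-1 phosphorylation via AlphaLISA donor/acceptor antibody pairs after lysis and 6 hr at 25C. Cells were ATM-null patient fibroblasts ([…], hTERT), dosed 60 min, then exposed to the DSB inducer NCS for 30 min.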
TSG101-PTAP inh – blocks PTAP/TSG101 interaction to inhibit HIV-1 budding. Q99816. Fluorescence polarization, FITC-PTAP peptide / Tsg101 binding. Potency, µM (highest dose often 115 µM), inactives show at the highest dose activity change, negative = inhibition, most hits filed as inhibitors. 340,000 tested, under 10 active. AID 493005; active = well fitted inhibition curve with a large enough effect in the main read-out, with a control signal flat, not every such curve was filed as active; inconclusive = small, poorly fitted or top-dose-only effect, or effect the other way, or a change in a side signal; inactive = no such curve, though single readings can be large or run the other way; note: potency is the fitted concentration of half-maximal effect; % of control where 0% means no effect
Target sequence (Q99816 whole entry, looked up): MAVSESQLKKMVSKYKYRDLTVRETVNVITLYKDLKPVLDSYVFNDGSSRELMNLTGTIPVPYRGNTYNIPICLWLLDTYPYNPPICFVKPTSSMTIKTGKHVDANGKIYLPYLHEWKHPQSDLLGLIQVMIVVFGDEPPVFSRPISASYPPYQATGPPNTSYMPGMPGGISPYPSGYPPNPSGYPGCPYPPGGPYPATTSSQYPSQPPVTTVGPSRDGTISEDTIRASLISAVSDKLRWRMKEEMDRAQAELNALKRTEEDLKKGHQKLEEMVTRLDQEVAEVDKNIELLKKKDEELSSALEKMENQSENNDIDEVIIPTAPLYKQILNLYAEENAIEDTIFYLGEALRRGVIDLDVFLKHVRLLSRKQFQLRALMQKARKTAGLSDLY
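FP read-out: FITC-PTAP peptide, 50 nM final, binding Tsg101 binding domain, 10 uM final; 20 min, r.t.; 10 mM HEPES pH 7.5, 0.15 M NaCl, 0.01% Tween 20, 3 mM EDTA, 0.1 mM TCEP.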
TCR activator – activators of T cell receptors | primary human leukocytes, anti-CD3, IL-2 HTRF, 48 h | 330,000 tested, under 10 active | AID 504894 | Potency, µM (series often up to 9.22 µM), for the others: at the top dose activation of IL-2 secretion, usual class: activators; note: % of control where 0% means no effect
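1) Mix primary human leukocytes, a-CD3 beads and compound. 2) Incubate 48 hr. 3) Add HTRF IL-2 reagents (a-IL-2-K, a-IL-2-d2).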
Mito fusion yeast – blocks mitochondrial division or promotes mitochondrial fusion; S. cerevisiae fusion-defective mutant growth rescue, CellTiterGlo 48 h; Potency, µM (highest dose often 46.1 µM), without a hit: at the highest dose growth rescue (activation), hits mostly activators; hit rate 0.23% among 320,000; AID 485298;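 note: potency is the fitted concentration of half-maximal effect; % of control where 0% means no effect; nearly all actives have a fitted effect of over 45% in size; temperature-sensitive fusion mutants such as fzo1-1 at 37 °C on non-fermentable ethanol glycerol medium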
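Compounds are tested for their ability to restore growth of mitochondrial fusion-defective yeast strains at non-permissive 37C in YPEG medium over 48 hours. Viability is quantified by luciferase luminescence.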
TSHR antag – blocks TSH signaling through the human TSH receptor | hit rate 0.2% among 330,000 | TSHR-expressing cells, TSH-stimulated cAMP HTRF, 2 h; hits give low values | P16473 | activity change, negative = inhibition, % at 11.5 µM;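 active = activity change below a set negative limit, meaning inhibition stronger than a set level, cut at about -70% in these data; inconclusive = activity change between two set negative limits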; note: % is set by controls: 0 for no effect and ±100 for the full control effect
Target sequence (P16473 whole entry, looked up): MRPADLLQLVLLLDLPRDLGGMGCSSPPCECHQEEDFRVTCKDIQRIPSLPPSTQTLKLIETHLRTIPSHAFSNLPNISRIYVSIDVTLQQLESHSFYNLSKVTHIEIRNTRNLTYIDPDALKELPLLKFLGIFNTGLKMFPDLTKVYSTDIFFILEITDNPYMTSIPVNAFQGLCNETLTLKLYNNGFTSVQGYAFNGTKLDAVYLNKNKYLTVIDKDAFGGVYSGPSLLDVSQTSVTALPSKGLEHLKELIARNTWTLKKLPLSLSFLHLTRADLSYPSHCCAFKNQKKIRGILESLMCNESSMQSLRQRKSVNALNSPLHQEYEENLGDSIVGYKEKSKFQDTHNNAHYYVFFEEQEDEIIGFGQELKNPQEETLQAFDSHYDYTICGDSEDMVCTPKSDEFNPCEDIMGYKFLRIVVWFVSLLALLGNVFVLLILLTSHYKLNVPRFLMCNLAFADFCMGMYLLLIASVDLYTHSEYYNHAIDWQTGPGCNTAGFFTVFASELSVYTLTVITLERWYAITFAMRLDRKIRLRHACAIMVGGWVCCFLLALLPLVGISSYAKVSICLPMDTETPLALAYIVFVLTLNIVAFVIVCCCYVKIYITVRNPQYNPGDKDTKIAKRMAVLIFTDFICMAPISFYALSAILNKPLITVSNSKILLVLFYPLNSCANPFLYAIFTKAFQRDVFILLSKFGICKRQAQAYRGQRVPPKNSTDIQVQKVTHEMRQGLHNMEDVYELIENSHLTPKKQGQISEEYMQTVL
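Cell-based HTRF cAMP assay; TSHR cells + compound, TSH EC80 (4nM final), 2 h, 37 deg C. Lysis with anti-cAMP cryptate and cAMP-d2, 30 min RT, read 665/620 nm.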
a7 integrin act – integrin-mediated muscular dystrophy alleviation activation | alpha7betagal myoblasts, beta-gal FDG fluorescence, 48 h | Potency, µM (titrated, usually from 38.3 µM), for the others: at the top dose activation, most hits filed as activators | hit rate 0.064% among 350,000;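 note: potency is the fitted concentration of half-maximal effect; 100% = response of the positive control SU9516; nearly all actives have a fitted effect of over 60% in size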
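Alpha7betagal+/- myoblasts (passage 13) were plated 16-24 hr, then exposed to compounds (1:260 dilution of DMSO stock) for 48 hours at 37C. After MPER lysis, β-galactosidase reporter activity was read as FDG fluorescence (ex 480/em 540) after 30 minutes.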
BCR signal inh – chronic active BCR signaling inhibition. ABC-DLBCL IkBa-CBG/CBR reporter, luminescence ratio, 4 h. Potency, µM (top dose mostly 46.1 µM), for inactives: at the highest dose ratio change, negative = lower green/red ratio, usual class: inhibitors. hit rate 0.05% among 340,000. AID 493014; active = well fitted inhibition curve with a large enough effect in the signal ratio, with a control signal flat, not every such curve was filed as active; inconclusive = small, poorly fitted or top-dose-only effect, or effect the other way, or a change in a side signal; the % refers to the signal ratio;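 note: potency is the fitted concentration of half-maximal effect; plate controls were basal doxycycline-induced cells for no effect and cells given 10 µM MG132 for full effect; MG132 reads +100%, hits lower the ratio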
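TMD8 ABC-DLBCL cells carrying doxycycline-inducible green luciferase fused to IkappaBalpha plus unfused red luciferase were exposed to compounds (up to 46 uM) for 4 hrs at 37C. Activity came from the overlap-corrected green/red luminescence ratio.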
The depositor's hits bear a star; ? = inconclusive; · = no result given; [ ] = remark or other dose. Unless noted, calls come from the whole dose curve; as a rule, active = well fitted curve in the direction sought with a large enough effect; inconclusive = small, poorly fitted or top-dose-only effect, or another doubt; inactive = no such curve, though single readings can be large; an effect the other way counts as inactive or inconclusive.

1. Brc1ccc(Oc2ncc(CN3CCN(c4ccccc4)CC3)s2)cc1
2. COc1ccccc1/C=N/NC(=O)CC(=O)NC1CCCCC1
3. Cc1nn(C)cc1/C=N\NC(=O)c1ccc(Cn2cc(Cl)cn2)cc1
4. Cc1ccccc1OCC(=O)NCC(c1cccs1)N1CCOCC1 (configuration not stated)
5. C/C(=N\NC(=O)CN(c1ccc(Oc2ccccc2)cc1)S(C)(=O)=O)C(C)(C)C
6. COc1ccc(-c2noc(C(C)NS(=O)(=O)c3ccc(NC(C)=O)cc3)n2)cc1 (configuration not stated)
7. Cc1ccc(S(=O)(=O)N2CCN(CC(=O)N3CCOCC3)CC2)cc1
8. O=C(COC(=O)C12CC3CC(CC(Cl)(C3)C1)C2)N1CCCCC1

compound no.	1	2	3	4	5	6	7	8
TSG101-PTAP inh	-4.4%	-2.0%	-2.6%	-2.5%	-1.4%	-1.3%	-4.7%	-1.9%
TSHR antag	-23.1	-3.3	-4.0	-9.4	13.2	5.7	11.5	-31.7
Eya2 phos inh	-18.9%	1.9%	-3.8%	4.6%	-6.2%	9.9%	-1.5%	3.5%
ASM inhibitor	-3.5%	1.0%	2.7%	3.4%	-0.5%	-2.7%	-0.7%	-3.2%
a7 integrin act	-1.3%	-15.7%	25.6%	17.3%	-5.0%	13.2%	-9.3%	18.4%
TCR activator	2.7%	1.1%	13.6%	-3.8%	-6.2%	-1.1%	4.0%	-4.0%[46.1 µM]
BCR signal inh	-16.0%	1.1%	-2.6%	1.6%	-17.7%	-0.7%	-1.4%	5.1%
AT treatment	1.4%	-1.8%	8.0%	6.1%	-1.2%	4.1%	-2.2%	20.5%
ELG1 DNA repair	-2.1%	11.7%	-2.0%	-4.8%	-6.9%	-13.9%	11.5%	?
Mito fusion yeast	0.8%	-10.6%	16.1%	3.0%	1.6%	-3.6%	2.8%	·
Tb PFK block	-6.0%	-1.2%	26.9µM*	-0.9%	0.7%	0.2%	-0.3%	-3.5%

9. CC(C)(C)OC(=O)NCCCCCc1cn(CC(=O)NCCCCCCCCCCC(=O)N2CCN(C(=O)OC(C)(C)C)CC2)nn1
10. N#CC1=C(N)OC2=C(C(=O)CCC2)C1C1C=CCCC1 (configuration not stated)
11. CC(C)CCN1CC(O)=C(c2nc3ccccc3[nH]2)C1=N
12. CCOc1ccccc1NC(=O)Cn1nnc(C(=O)NCc2ccc3c(c2)OCO3)c1N
13. N#Cc1ccccc1NC(=S)NC(=O)c1cccnc1
14. Cc1ccc(-c2nnc(NC(=O)Cc3ccc(F)cc3)o2)c(C)c1
15. CS(=O)(=O)N(CC(=O)NC1CCCCC1)c1cccc(Cl)c1
16. COc1ccc2[nH]c(C(=O)O)c(CCNC(=O)/C=C/c3ccc(O)c(OC)c3)c2c1

compound no.	9	10	11	12	13	14	15	16
TSG101-PTAP inh	-4.2%	-10.0%	-2.7%	-3.0%	0.2%	-4.9%	1.4%	-5.7%
TSHR antag	-7.3	9.8	-5.2	16.9	4.8	4.0	1.9	0.2
Eya2 phos inh	14.6%	-12.8%	3.0%	7.7%	-12.9%	4.8%	-6.4%	0.5%
ASM inhibitor	-1.9%	2.5%	-3.4%	2.7%	-1.6%	-0.4%	4.4%	40.2%[activator]
a7 integrin act	1.6%	-6.7%	4.0%[7.66 µM]	-21.9%	10.9%	-31.6%	13.2%	36.5%
TCR activator	-10.8%	17.8%	-1.4%	1.4%	·	4.8%	-6.8%	-3.6%
BCR signal inh	-0.3%	0.3%	?	?	-0.2%	1.6%	-0.5%	2.8%
AT treatment	-10.4%	-3.7%	0.4%	5.9%	-1.9%	-2.2%	-10.1%	-22.9%
ELG1 DNA repair	-20.2%	3.1%	?	?	8.6%	1.6%	13.8%	?
Mito fusion yeast	-5.7%	-10.5%	-3.7%	-2.7%	-0.3%	7.0%	2.9%	0.8%
Tb PFK block	-6.9%	0.3%	-1.1%	?	1.2%	4.6%	-3.0%	1.6%

Exported field by field: entries from further up.
[14] Cc1ccc(-c2nnc(NC(=O)Cc3ccc(F)cc3)o2)c(C)c1
  TSG101-PTAP inh: -4.9%
  TSHR antag: 4.0
  Eya2 phos inh: 4.8%
  ASM inhibitor: -0.4%
  a7 integrin act: -31.6%
  TCR activator: 4.8%
  BCR signal inh: 1.6%
  AT treatment: -2.2%
  ELG1 DNA repair: 1.6%
  Mito fusion yeast: 7.0%
  Tb PFK block: 4.6%
[15] CS(=O)(=O)N(CC(=O)NC1CCCCC1)c1cccc(Cl)c1
  TSG101-PTAP inh: 1.4%
  TSHR antag: 1.9
  Eya2 phos inh: -6.4%
  ASM inhibitor: 4.4%
  a7 integrin act: 13.2%
  TCR activator: -6.8%
  BCR signal inh: -0.5%
  AT treatment: -10.1%
  ELG1 DNA repair: 13.8%
  Mito fusion yeast: 2.9%
  Tb PFK block: -3.0%

Some of the entries so far, field by field.
9) CC(C)(C)OC(=O)NCCCCCc1cn(CC(=O)NCCCCCCCCCCC(=O)N2CCN(C(=O)OC(C)(C)C)CC2)nn1
  TSG101-PTAP inh: -4.2%
  TSHR antag: -7.3
  Eya2 phos inh: 14.6%
  ASM inhibitor: -1.9%
  a7 integrin act: 1.6%
  TCR activator: -10.8%
  BCR signal inh: -0.3%
  AT treatment: -10.4%
  ELG1 DNA repair: -20.2%
  Mito fusion yeast: -5.7%
  Tb PFK block: -6.9%
10) N#CC1=C(N)OC2=C(C(=O)CCC2)C1C1C=CCCC1 (configuration not stated)
  TSG101-PTAP inh: -10.0%
  TSHR antag: 9.8
  Eya2 phos inh: -12.8%
  ASM inhibitor: 2.5%
  a7 integrin act: -6.7%
  TCR activator: 17.8%
  BCR signal inh: 0.3%
  AT treatment: -3.7%
  ELG1 DNA repair: 3.1%
  Mito fusion yeast: -10.5%
  Tb PFK block: 0.3%
11) CC(C)CCN1CC(O)=C(c2nc3ccccc3[nH]2)C1=N
  TSG101-PTAP inh: -2.7%
  TSHR antag: -5.2
  Eya2 phos inh: 3.0%
  ASM inhibitor: -3.4%
  a7 integrin act: 4.0%[7.66 µM]
  TCR activator: -1.4%
  BCR signal inh: ?
  AT treatment: 0.4%
  ELG1 DNA repair: ?
  Mito fusion yeast: -3.7%
  Tb PFK block: -1.1%
12) CCOc1ccccc1NC(=O)Cn1nnc(C(=O)NCc2ccc3c(c2)OCO3)c1N
  TSG101-PTAP inh: -3.0%
  TSHR antag: 16.9
  Eya2 phos inh: 7.7%
  ASM inhibitor: 2.7%
  a7 integrin act: -21.9%
  TCR activator: 1.4%
  BCR signal inh: ?
  AT treatment: 5.9%
  ELG1 DNA repair: ?
  Mito fusion yeast: -2.7%
  Tb PFK block: ?

(continued)
17. CN(C)C(CNC(=O)c1cccc(NS(=O)(=O)c2ccc(Br)cc2)c1)c1ccco1 (configuration not stated)
18. Cc1c(C(=O)N/N=C/c2ccc(O)cc2)sc(=S)n1C
19. Cc1ccc(NC(=O)c2ccc3nc[nH]c3c2)cc1C
20. O=C(CN1CCN(Cc2ccccc2)CC1)N/N=C/C=C/c1ccccc1[N+](=O)[O-]
21. COc1ccc(NC(=O)c2sc3nc(N4CCOCC4)c4c(c3c2N)CCCC4)c(OC)c1

compound no.	17	18	19	20	21
TSG101-PTAP inh	0.1%	0.3%	-0.8%	-4.6%	-0.7%
TSHR antag	-6.5	-3.5	13.7	-1.0	0.8
Eya2 phos inh	2.4%	-5.7%	-8.0%	-3.4%	0.5%
ASM inhibitor	2.3%	-2.7%	3.4%	-1.2%	61.1%[activator]
a7 integrin act	4.4%	-20.6%	17.5%	-31.2%	?
TCR activator	-7.4%	-10.5%[46.1 µM]	-1.5%[46.1 µM]	3.0%	2.3%
BCR signal inh	1.4%	4.6%	?	0.0%	-0.9%
AT treatment	0.2%	-9.2%	0.1%	-6.2%	3.5%
ELG1 DNA repair	19.7%	-0.1%	?	-3.3%	7.3%
Mito fusion yeast	-2.6%	-5.0%	0.9%	-2.8%	-5.2%
Tb PFK block	-4.0%	0.4%	-11.8%	-0.8%	5.2%

Screens as filed in PubChem BioAssay.
